# HKDC1 inh = blocks human hexokinase HKDC1 activity. recombinant HKDC1, G6PDH/diaphorase resazurin coupled fluorescence. inhibition, % at 20 µM. hit rate 0.16% among 340,000;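 active = inhibition above about 35% when tested at 20 µM, limit read from the data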;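 note: plate controls were DMSO wells with enzyme for no effect and DMSO wells lacking enzyme for full effect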
#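 Test system: Recombinant HKDC1 (HK5) hexokinase enzyme, produced in-house | Input: HKDC1 at 5 µg/mL | Buffer or medium: Tris pH 8.0 buffer with MgCl2, Tween-20, BSA, BME | Schedule: 90 min reaction incubation at room temperature, dark | Technique: Resazurin-to-resorufin fluorescence via G6PDH and diaphorase coupling, 525/613 nm | Controls: DMSO wells with and without enzyme mix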
# Gli-Sufu block = blocks Gli-Sufu signaling in a luciferase reporter. Sufu-KO-LIGHT fibroblasts, Gli luciferase reporter luminescence. inhibition, % at 5 µM. AID 588413. hit rate 0.74% among 340,000;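 active = inhibition above about 55%, limit read from the data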;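 note: 0% = DMSO-treated cells and 100% = wells with medium but no cells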
# Apaf1 inhib = inhibitors of human Apaf-1 apoptosome | O14727 | hit rate 0.71% among 330,000 | reconstituted apoptosome caspase-3 activity, DEVD-Rh110 fluorescence | inhibition, % at 20 µM; active = inhibition of at least 40% at 20 µM;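 note: plate controls were DMSO wells for no effect and DEVD-CHO caspase inhibitor wells for full effect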
# Target sequence (O14727 whole entry, looked up): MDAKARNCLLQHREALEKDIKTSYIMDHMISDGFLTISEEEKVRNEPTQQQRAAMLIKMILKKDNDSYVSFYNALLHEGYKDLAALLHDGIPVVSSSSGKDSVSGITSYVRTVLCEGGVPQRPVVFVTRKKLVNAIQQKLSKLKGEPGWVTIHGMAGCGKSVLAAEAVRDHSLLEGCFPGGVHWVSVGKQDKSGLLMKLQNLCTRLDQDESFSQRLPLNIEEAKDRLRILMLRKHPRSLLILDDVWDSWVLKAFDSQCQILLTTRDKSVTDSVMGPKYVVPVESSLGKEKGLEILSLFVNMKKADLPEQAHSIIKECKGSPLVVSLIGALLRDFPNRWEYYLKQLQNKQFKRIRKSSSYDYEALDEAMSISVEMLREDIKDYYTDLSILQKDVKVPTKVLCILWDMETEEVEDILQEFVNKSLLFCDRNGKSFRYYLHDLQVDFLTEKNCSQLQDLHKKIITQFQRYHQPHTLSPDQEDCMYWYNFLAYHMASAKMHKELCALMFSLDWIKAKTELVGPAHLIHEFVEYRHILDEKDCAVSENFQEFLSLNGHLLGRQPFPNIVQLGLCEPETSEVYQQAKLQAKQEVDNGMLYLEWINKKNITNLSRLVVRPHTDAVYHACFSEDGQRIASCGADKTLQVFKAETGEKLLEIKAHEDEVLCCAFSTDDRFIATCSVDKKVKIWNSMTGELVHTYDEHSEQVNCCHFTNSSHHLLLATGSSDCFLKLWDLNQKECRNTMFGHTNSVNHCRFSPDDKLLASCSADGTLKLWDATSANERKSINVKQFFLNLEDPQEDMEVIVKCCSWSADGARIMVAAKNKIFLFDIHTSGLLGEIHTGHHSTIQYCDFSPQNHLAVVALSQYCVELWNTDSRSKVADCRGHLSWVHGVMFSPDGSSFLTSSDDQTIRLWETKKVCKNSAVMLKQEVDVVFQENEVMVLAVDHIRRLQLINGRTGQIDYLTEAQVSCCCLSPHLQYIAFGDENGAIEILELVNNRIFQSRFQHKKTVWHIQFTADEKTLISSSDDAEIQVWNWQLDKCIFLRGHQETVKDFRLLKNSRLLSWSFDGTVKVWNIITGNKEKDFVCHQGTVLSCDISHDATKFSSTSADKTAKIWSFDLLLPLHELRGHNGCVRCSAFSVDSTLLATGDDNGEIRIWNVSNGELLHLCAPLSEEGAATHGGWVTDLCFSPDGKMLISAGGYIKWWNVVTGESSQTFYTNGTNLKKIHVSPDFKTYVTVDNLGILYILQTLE
#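 Assay system – apoptosome proteins · Medium – Hepes buffer, pH 7.5 · Also added – cytochrome c with DEVD-Rh110 · Timing – 30 min compound preincubation, 50 min activation, room temperature · Detection – Rh110 fluorescence, excitation 480 nm, emission 540 nm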
# SENP8 inh = blocks the human protease SENP8 | Q96LD8 | purified SENP8, Z-RLRGG-aminoluciferin cleavage, luminescence | inhibition, % at 10 µM | hit rate 1.2% among 330,000 | AID 2540
# SENP7 inh = SENP7 protease inhibition; hit rate 1.5% among 330,000; Q9BQF6; recombinant SENP7, Z-RLRGG-aminoluciferin luminescence, 40 min; AID 434973; inhibition, % at 5 µM;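 active = inhibition above about 50% at the single test dose, limit read from the data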;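 note: plate controls were DMSO with enzyme for no effect and no enzyme buffer wells for full effect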
# UBC13 inh = blocks human UBC13 polyubiquitin chain formation. AID 485273. TR-FRET. hit rate 0.47% among 330,000. inhibition, % at 20 µM; in the data active = inhibition above about 45%, passing the limit was not always enough
# Jurkat NFkB inh = lowers PMA/ionomycin-induced NF-kB signal in Jurkat cells; PMA/ionomycin-induced NF-kB luciferase reporter, luminescence; inhibition, % at 4 µM; hit rate 0.53% among 330,000; AID 435003
# 697 NFkB inh = inhibitors of the PMA/ionomycin-induced NF-kB reporter in 697 B cells. 697 B-cell NF-kB luciferase reporter, 16 h. inhibition, % at 4 µM. hit rate 0.33% among 330,000; in the data active = inhibition above about 35%
# * = called active by the depositor. Cut-off read from the data, not from the text of the source, unless noted: active = inhibition above about 50%; inactive = the rest.
# Below each SMILES – SENP7 inh, Apaf1 inhib, SENP8 inh, HKDC1 inh, Jurkat NFkB inh, UBC13 inh, Gli-Sufu block, 697 NFkB inh
1: Clc1c(OCCCn2ccnc2)ccc2ccccc12
    6, 5, -3, -5, -11, 20, 8, -25
2: CC(C)NC(=O)N(C)C[C@H]1Oc2ccc(NC(=O)c3ccncc3)cc2C(=O)N([C@H](C)CO)C[C@@H]1C
    -3, 6, -10, 1, 4, -3, -13, -14
3: CCOC(=O)c1ccc(NC(=O)C2CCN(S(=O)(=O)c3c(C)nn(C)c3C)CC2)cc1
    -5, 1, -1, -1, -2, -3, 3, 13
4: COc1ccc(-n2cc(CN(C)C3CCOCC3)c(-c3cccc(F)c3)n2)cc1
    4, -3, -7, -2, 3, 2, 5, 24
5: CCC1NC(=O)c2cc(S(N)(=O)=O)c(Cl)cc2N1 (configuration not stated)
    -5, 5, -4, 0, -14, -13, -3, -11
6: Cn1c(CNC(=O)c2cccs2)nnc1SCC(=O)Nc1ccc(Cl)cc1
    -10, -6, -7, -8, 8, -3, -6, 14
7: COc1ccc(Oc2nc3ccccc3n(C)c2=O)cc1
    -3, 0, 11, -7, 9, 0, -1, 6
8: Cc1ccc(N2C(=O)C3C(C2=O)C(C(=O)c2ccc(Cl)cc2)N2CCCC32)cc1 (configuration not stated)
    -1, 9, 5, -8, -12, -22, 6, -1
9: O=C(CNC(=O)C1CC(=O)N(c2cccc3ccccc23)C1)Nc1ccccc1Br (configuration not stated)
    -3, 11, -4, 0, 1, -1, -7, -26
10: CC(C)[C@H](NC(=O)c1ccccc1Cl)C(=O)Nc1ccc(S(=O)(=O)Nc2nccs2)cc1
    -5, 13, -13, -2, -13, -20, -9, -24
11: CCOC(=O)c1ccc(N=C2SC(C(=O)NCCc3ccccc3)CC(=O)N2C)cc1 (configuration not stated)
    0, 11, 3, -6, -1, -7, -8, -8
12: COc1cccc2cc(C(=O)NCCc3c[nH]c4ccccc34)c(=O)oc12
    -5, 15, -9, -3, 5, 5, -2, 4
13: Cc1csc2ncc(C(=O)Nc3ccon3)c(=O)n12
    4, -1, -4, 4, 0, 6, -11, 3
14: COc1cc(/C=N/NC(=O)c2cccnc2)ccc1OC(=O)c1ccc([N+](=O)[O-])cc1
    3, -6, 2, -4, -2, -2, 2, 24
15: COC(=O)[C@@H]1CCCN1C(=O)[C@@H](NC(=O)OC(C)(C)C)C(C)C
    -4, 3, -1, -5, -3, -4, 13, 13
16: CC(=O)c1cccc(NC(=O)NC2CCCCCCC2)c1
    14, 8, -2, 5, -24, 2, -27, -29
17: C=CCc1c(Cl)nc(C)nc1NCc1ccccc1
    14, 5, -19, -5, -12, 0, 16, -29
18: Nc1nc(NCC2CCCO2)nc(Nc2ccc(F)cc2)c1[N+](=O)[O-] (configuration not stated)
    0, 2, -6, -7, -5, -5, 7, -14
19: CN(C)S(=O)(=O)c1cccc(NC(=O)/C=C/c2ccccc2[N+](=O)[O-])c1
    -2, 1, 4, -8, -10, 9, -10, 21
20: COc1ccc(N2CCN(C(=O)CCCn3nnnc3CN3CCOCC3)C(C)C2)cc1 (configuration not stated)
    6, 15, -1, -4, -5, -4, 2, 5
21: CC(C)c1nc(SCC(=O)N2CCCC2)c2c(=O)n(C)c(=O)n(C)c2n1
    3, 5, -2, -4, -7, -5, 2, -19
22: CN(C)C(CNC(=O)c1ccc(Cl)c(S(=O)(=O)N2CCCCCC2)c1)c1ccccc1 (configuration not stated)
    1, 30, -5, 1, 20, 11, 24, -20
23: CC1CCCN(C(=O)c2ccncc2)C1 (configuration not stated)
    2, -2, 0, 4, 3, 5, -1, -7
24: O=[N+]([O-])c1cccc(S(=O)(=O)Nc2ccc3cn[nH]c3c2)c1
    -11, 7, -7, 3, -15, 12, -5, 4
25: COc1cc(NC(=O)c2ccccc2)c(OC)cc1NC(=O)CN1CCN(c2ccccn2)CC1
    -5, 20, -1, 13, -2, -9, 9, 8
26: COC(C[C@H]1O[C@H]1[C@@H](O)COCc1ccccc1)OC
    3, 1, 3, 0, 4, -1, -9, 17
27: O=C(NN=C1CCCC1)c1ccccc1[N+](=O)[O-]
    -16, -6, -9, -1, -21, -2, -5, -10
28: CN(Cc1ccc(F)cc1Cl)S(=O)(=O)c1cccs1
    -6, 11, -7, -1, 8, 2, -16, -15
29: COc1cc(CN2CCN(CCCc3ccccc3)C(CCO)C2)cc(OC)c1O (configuration not stated)
    -3, -1, -1, 22, 6, -10, 19, -8
30: COC(=O)c1cnn2c(C)c(Cc3cccc(F)c3)c(C)nc12
    8, 12, -5, -6, -11, 12, 11, -5
31: c1ccc(NCCCNc2ccccc2)cc1
    -1, -7, 7, 6, -11, 2, 1, 3
32: COCCOC(=O)C1=C(C)NC(=O)NC1c1c(F)cccc1Cl (configuration not stated)
    -1, -14, 8, -3, 14, 1, 2, 2
33: O=C(Cn1nc(Cl)nc1Cl)c1ccc2c(c1)OCCO2
    4, 1, 6, -1, 10, 6, 4, 23
34: Clc1ccc(Cc2noc(-c3cccs3)n2)cc1
    2, -1, -9, -6, -53, 18, -53, -38
35: CCOC(=O)Cc1cc(=O)n2[nH]c(C(C)(C)C)cc2n1
    9, -15, 3, -1, 12, 4, 8, -6
36: Cc1sc2nc(CC(=O)N3CCCC3)[nH]c(=O)c2c1C
    3, -5, -6, -35, 19, -8, -6, 0
37: COc1ccc(NC(=O)Nc2c(C)n(C)n(-c3ccccc3)c2=O)c(OC)c1
    1, -2, -12, 0, -4, 1, -1, -9
38: CN1CCN(/N=C/c2nc(-c3ccc(Cl)cc3)n3ccccc23)CC1
    -5, 13, -7, -12, -55, -29, -30, -91
39: C=CCOc1c(CNc2ccc(C(=O)O)cc2)cccc1OC
    -4, -2, -7, 3, -3, -13, -4, -17
40: O=C(Nc1cccc(S(=O)(=O)N2CCCCC2)c1)c1ccc2ncsc2c1
    4, 4, -7, 18, 8, 6, -33, -14
41: O=C1CC(NC(=O)C(F)(F)F)=NN1c1ccccc1
    -7, 7, -5, -11, -4, 0, 12, -4
42: NN(Cc1ccccc1)C(=S)Nc1ccc(Cl)c(Cl)c1
    -1, 23, 0, -2, -23, 4, 7, -26
43: O=C(Nc1cccc2c1CCCC2)c1ccccc1Cl
    3, 6, 0, 1, 0, 0, 5, 7
44: O=C(NCc1nc2ccccc2[nH]1)c1ccc([N+](=O)[O-])cc1
    2, -10, 3, -11, -7, 6, 1, 7
45: Cc1ccc(S(=O)(=O)Nc2ccc3c(c2)c2c(n3S(=O)(=O)c3ccc(C)cc3)CCCC2=O)cc1
    -3, 14, -13, -12, 18, -19, 8, 19
46: CCCCCCCC1CC(=O)C=C(C)C1C(=O)OCC (configuration not stated)
    2, 8, -2, -3, 18, 10, -17, 19
47: O=C1NCCCC1C(=O)NCCN1C(=O)CCC1=O (configuration not stated)
    -3, -15, 4, -4, 8, -2, 28, 32
48: CCS(=O)(=O)c1ccc2oc(Nc3cccc(OC)c3)nc2c1
    21, 0, 16, 8, -37, -1, -22, -10
49: O=C(Nc1cccc2ccccc12)N1CCc2ccccc2C1
    37, 8, 2, 8, 5, 7, 2, 3
50: NS(=O)(=O)c1ccc(NC(=O)COC(=O)c2ccc([N+](=O)[O-])s2)cc1
    33, 10, 59*, 3, 6, -10, -1, 17

# Remaining list, next part:
# Below each SMILES – SENP7 inh, Apaf1 inhib, SENP8 inh, HKDC1 inh, Jurkat NFkB inh, UBC13 inh, Gli-Sufu block, 697 NFkB inh
51: CC(=O)Oc1ccc(-c2ccc(C(=O)OCC(=O)c3c(N)n(C)c(=O)n(C)c3=O)cc2)cc1
    -8, -3, -15, -1, 2, -2, -1, -17
52: C/C(=N\NC(=O)c1ccc2c(c1)OCO2)c1ccc2c(c1)OCO2
    -1, -4, -24, -5, -58, -9, -49, -43
53: COc1cccc(COC(=O)CCNC(=O)c2ccc(Cl)cc2)c1OC
    -5, 0, 5, 0, 6, 3, -4, 14
54: Cc1nc2c(C)cccn2c(=O)c1NC(=O)c1cccs1
    5, 0, -10, 3, 7, -5, -2, -9
55: O=C(NN=C1CCCCCCC1)c1ccc(F)cc1
    7, -3, 8, 0, -3, 2, 2, 16
56: Cc1cnc(NC(=O)C2CC=CCC2)s1 (configuration not stated)
    -8, 9, -18, -4, -19, 3, -22, 0
57: O=C(/C=N/O)NCc1ccncc1
    3, -6, -6, -3, -5, 0, -3, -19
58: COc1ccc2[nH]c3c(c2c1)CCN1C(=O)N([C@@H](C)C(=O)NCc2ccco2)C(=O)[C@]31C
    6, 4, -13, 10, -4, -12, -2, -23
59: CCOC(=O)C1C(=O)NC(N2CCN(CC)CC2)=NC1c1ccccc1 (configuration not stated)
    -6, 5, -5, -4, -10, -2, 5, 0
60: CCOc1ccc(CCNC(=O)CSCc2ccc(C)cc2)cc1OCC
    4, 16, 1, -1, 4, 3, -7, -28
61: CN1CCN(S(=O)(=O)c2ccc([N+](=O)[O-])cc2)CC1
    7, -10, 4, -1, 3, -7, 42, 2
62: COCc1cc(=O)[nH]c(-c2ccccc2)n1
    3, -10, 5, 3, 3, -2, -12, 9
63: CCn1c(CN2c3ccccc3Sc3ccccc32)n[nH]c1=S
    -2, -15, -6, 1, 9, 5, 7, -10
64: COc1ccc(/C=C2\SC(=S)N(CCC(=O)NCCCN3CCOCC3)C2=O)cc1
    7, 15, 2, -1, 4, -7, 23, -7
65: O=C(NC1CCCCC1)c1ccccc1-c1ccccc1
    1, 8, -2, -3, -11, -6, 4, -2
66: O=C(O)/C=C/C(=O)Nc1ccccc1-c1ccccc1
    -5, 4, -4, -5, 8, -3, 7, 5
67: CC(NC(=O)C(=O)N1CCCCC1)C(c1cccs1)N1CCN(Cc2ccccc2)CC1 (configuration not stated)
    2, -3, -13, -7, -8, -1, 11, -10
68: O=C(NCCc1ccccc1)c1cc2sccc2n1Cc1ccccc1
    2, 5, -1, 2, -16, 3, 2, 12
69: CCc1ccc(OCC(=O)N/N=C/c2ccc(OS(=O)(=O)c3ccc(C)cc3)c(OC)c2)cc1
    2, 17, 9, -7, -14, -7, 0, -12
70: O=C(COc1ccccc1)N/N=C/c1ccc(O[C@@H]2O[C@H](CO)[C@@H](O)[C@H](O)[C@H]2O)cc1
    8, 17, 1, -8, 5, -2, -7, -24
71: Cc1ccc(S(=O)(=O)NC(C)CCc2ccccc2)cc1C(N)=O (configuration not stated)
    -13, 3, -5, -2, 3, 3, 25, -27
72: Cc1c2cnn(-c3ccccc3)c(=O)c2c(C)n1CCCC(=O)N1CCN(C2CCCCC2)CC1
    4, -15, 3, 4, -8, 1, -10, 15
73: CN1C(=O)/C(=C\c2cc(Br)cs2)c2ccccc21
    81*, 20, 18, 9, -46, -15, -19, -75
74: COc1ccc(C(=O)OCC(=O)Nc2sccc2C(N)=O)cc1[N+](=O)[O-]
    3, -21, 3, -5, 7, 5, -2, 22
75: Cc1ccc(S(=O)(=O)c2c(C)cc(C)nc2Cl)cc1
    2, 1, 3, 0, 9, 5, -21, -1
76: CC(C)C[C@H](N)c1nnc(S(=O)(=O)Cc2ccc(F)cc2)o1
    -1, -6, -3, -7, 23, 2, 7, 2
77: Cc1ccccc1CNC(=O)c1ccc2nc(N3CCOCC3)sc2c1
    3, 7, 1, 1, 9, 7, 14, -8
78: COc1ccc(Nc2nc3c([nH]2)c(=O)[nH]c(=O)n3C)cc1
    5, -13, 0, 0, -2, 5, 4, 8
79: CCOc1ccc2nc(NS(=O)(=O)Cc3ccccc3)sc2c1
    -8, 4, 3, -6, -17, -4, -25, -7
80: COC(=O)c1cc2occc2n1CC(=O)Nc1ccc(OC)c(OC)c1OC
    -1, -8, 2, 8, -2, 3, 0, -11
